Bioassay records: PubChem BioAssay, Broad Institute
Statin myotox sup: suppressors of statin myotoxicity in C2C12 myotubes, primary screen, cell-based, single point, plate reader | 330,000 tested, 0.78% active | AID 602340, 2012 | C2C12 myotubes + simvastatin, ATP luminescence, 48 h; scaled: DMSO 0, geranylgeraniol control 100 | rescue of ATP level, % at 7.49 µM;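 active = mean ATP rescue above about 67%, or every replicate alone reaching that limit, limit read from the data, passing the limit was not always enough; inconclusive = no clear call, values can overlap the other calls; inactive = mean under the limit and some replicate under it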;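 also: myotubes were challenged with 10 µM simvastatin during compound exposure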
PglD DTNB: C. jejuni PglD acetyltransferase inhibitors, primary screen, biochemical, DTNB colorimetric, single point | UDP-N-acetylbacillosamine N-acetyltransferase PglD (Campylobacter jejuni) | purified PglD enzyme, DTNB colorimetric CoA detection | 360,000 tested, 0.098% active | inhibition, % at 12.5 µM; in the data active = inhibition above about 16%, passing the limit was not always enough; inconclusive = no clear call, values can overlap the other calls; also: strong numbers were not always called active
Starred values were filed as active, the others as inactive; ? = inconclusive. A portion of the library; rates above refer to the full screens.

SMILES	Statin myotox sup	PglD DTNB
CCCC(=O)Nc1ccc(Cl)c(NC(=O)C(C)(C)C)c1	-5.3	2.8
O=C(Cn1cnc2c(cnn2-c2ccc(F)cc2)c1=O)N1CCN(c2ccccc2)CC1	-3.3	-0.9
O=C(COc1ccc(/C=N/NS(=O)(=O)c2ccccc2)cc1)NCCc1ccccc1	-10.7	-2.6
Cc1cccc(NC(=O)C2C(c3ccccc3)C2(Cl)Cl)c1C (stereo unspecified)	-1.7	0.8
Cc1ccc(OCc2nc(C#N)c(NCc3ccco3)o2)cc1	7.9	-0.7
O=C(COC(=O)Cc1cn2ccsc2n1)NC12CC3CC(CC(C3)C1)C2	12.9	-7.9
COc1cccc(/C(O)=C2\C(=O)C(=O)N(c3ccccn3)C2c2ccccc2OC)c1 (stereo unspecified)	11.4	-0.3
Cc1cccc(N2CCN(C(=O)CCCSc3nc4ccccc4[nH]3)CC2)c1C	-1.2	0.1
CCn1nnnc1-c1ccc(OC)c(S(=O)(=O)N2CCCCC2)c1	-18.7	10.7
c1ccc2c(c1)Cc1cc(CN3CCOCC3)ccc1-2	5.5	0.1
N#CC(C(=O)OCc1ccccc1)c1nc2ccccc2nc1N1CCOCC1 (stereo unspecified)	-10.3	3.7
Cc1noc2ncnc(Oc3ccc(F)cc3)c12	-2.6	1.6
Cn1c(=O)[nH]c(=O)c2c1nc(Br)n2CCOc1ccccc1	-1.0	-1.1
CCOC(=O)C(NC(=O)N1CCCCC1)(c1ccccc1)C(F)(F)F (stereo unspecified)	-4.9	0.3
COc1ccc(/C=N/NC(=O)C(C)n2nnc3ccccc32)cc1OC (stereo unspecified)	1.2	4.8
O=C(Cc1c(O)c2ccccc2[nH]c1=O)OC1CCCCC1	7.3	1.1
CC(C)C(=O)Nc1cccc(-c2cnc3ccccc3n2)c1	-5.8	-3.4
CC(=NCc1ccc2c(c1)OCO2)C1=C(O)c2ccccc2C1=O	14.0	2.5
COc1ccc(Cc2nn3c(-c4ccccc4OC)nnc3s2)cc1	25.8	-0.2
c1cncc(-c2nc(NCC3COc4ccccc4O3)c3ccccc3n2)c1 (stereo unspecified)	-44.2	0.8
COc1ccc(C2C(C(=O)OCC3CCCO3)=C(C)NC3=C2C(=O)CC(c2ccco2)C3)cc1O (stereo unspecified)	9.6	-0.9
Cn1c(OCc2cccnc2)nc2c1c(=O)n(Cc1ccccc1)c(=O)n2C	-16.2	-117.9
CC(NC(=O)c1ccccc1O)c1ccccc1 (stereo unspecified)	14.7	3.1
CN(C)S(=O)(=O)c1ccc(-c2csnn2)s1	-4.4	0.9
O=C(NNc1c2ccccc2nc2ccccc12)c1cc2ccccc2cc1O	-91.4	-5.4
SMILES	Statin myotox sup	PglD DTNB
CCC(=O)Nc1nc(C)nc(C)c1C(C)=O	-2.3	-7.5
O=C(CSc1n[nH]c(=O)[nH]c1=O)c1ccccc1	5.9	9.8
Cc1cccc(COCC(Cc2ccccc2)N2CCN(C(=O)c3ccc(C(F)(F)F)cc3)CCC2=O)c1 (stereo unspecified)	10.8	4.3
Cc1cc2oc(=O)cc(CN3CCN(C/C=C/c4ccccc4)CC3)c2cc1O	-11.7	3.9
Cc1cc(C)cc(NC(=O)c2cccc3c2C(=O)N(C2CCCCC2)C3)c1	-1.7	-4.0
CC1CCCCC1NC(=O)c1cn(C)c2ccc(S(=O)(=O)N3CCCC3)cc2c1=O (stereo unspecified)	4.1	-1.0
Cc1ccc(C(=O)C(C)Oc2cccc(NC(=O)c3ccco3)c2)cc1 (stereo unspecified)	-8.8	-2.4
O=C(OCc1c(Cl)cccc1Cl)c1cccnc1Cl	19.1	4.5
CCOC(=O)N1CCN(S(=O)(=O)c2c(C)[nH]c(=O)[nH]c2=O)CC1	-26.2	-5.7
N#Cc1nc(Cc2cccc3ccccc23)oc1NCCN1CCOCC1	4.8	1.1
Cc1nc2c3ccccc3nc(NNC(=O)CCC(=O)NCCN3CCN(c4ccccc4F)CC3)n2n1	-5.3	-0.8
CCCCNC(=S)NC(=O)c1ccc([N+](=O)[O-])cc1	36.6	2.1
O=C(CSc1cccc2cccnc12)OCC(=O)c1ccc(Br)cc1	24.7	-7.0
COc1ccc(Cc2nc(-c3cccc(C)c3)no2)cc1	13.5	0.1
Cc1sc2ncnc(SCC(=O)c3cccs3)c2c1C	-21.2	2.6
CCC1C(=O)CC(c2ccco2)NC1c1ccco1 (stereo unspecified)	-5.0	-1.5
CCN(CC)C(=O)c1cc2sc3ccccc3c2s1	-45.2	0.7
Cc1nnc(NC(=O)c2ccc(C)c(S(=O)(=O)N3CCCCCC3)c2)s1	-9.4	14.9
CCCC(=O)NC1C2CC3CC(C2)CC1C3 (stereo unspecified)	-3.8	3.0
C=CCC(C)(NCc1ccccc1)c1ccccc1 (stereo unspecified)	2.5	-5.3
Cn1c(=O)c2c(nc3sccn32)n(C)c1=O	11.4	11.9
O=C(O)C(CCCCN1C(=O)C2C3C=CC(C3)C2C1=O)N1C(=O)C2C3C=CC(C3)C2C1=O (stereo unspecified)	4.5	-5.1
Cc1ccnc(N2CCC(C(=O)Nc3nnc(C)s3)CC2)n1	16.1	2.4
COc1ccc(-c2nnn(CC(=O)NCCc3c[nH]c4ccccc34)n2)cc1OC	?	0.4
O=C(CN1CCN(C(c2ccccc2)c2ccccc2)CC1)NC(=O)NCc1ccco1	35.6	2.4

6 of these compounds in another layout:
smiles | Statin myotox sup | PglD DTNB
CCn1nnnc1-c1ccc(OC)c(S(=O)(=O)N2CCCCC2)c1 | -18.7 | 10.7
c1ccc2c(c1)Cc1cc(CN3CCOCC3)ccc1-2 | 5.5 | 0.1
N#CC(C(=O)OCc1ccccc1)c1nc2ccccc2nc1N1CCOCC1 (stereo unspecified) | -10.3 | 3.7
Cc1noc2ncnc(Oc3ccc(F)cc3)c12 | -2.6 | 1.6
Cn1c(=O)[nH]c(=O)c2c1nc(Br)n2CCOc1ccccc1 | -1.0 | -1.1
CCOC(=O)C(NC(=O)N1CCCCC1)(c1ccccc1)C(F)(F)F (stereo unspecified) | -4.9 | 0.3

Among those listed so far, 4 contain an aryl thioether with sulfur outside any ring.
SMILES	Statin myotox sup	PglD DTNB
Cc1cccc(N2CCN(C(=O)CCCSc3nc4ccccc4[nH]3)CC2)c1C	-1.2	0.1
O=C(CSc1n[nH]c(=O)[nH]c1=O)c1ccccc1	5.9	9.8
O=C(CSc1cccc2cccnc12)OCC(=O)c1ccc(Br)cc1	24.7	-7.0
Cc1sc2ncnc(SCC(=O)c3cccs3)c2c1C	-21.2	2.6

Additional records
SMILES	Statin myotox sup	PglD DTNB
CN1CCn2c1nc(N1CCOCC1)nc2=O	-7.8	-6.0
O=C(CCn1cnc2ccccc2c1=O)Nc1ccc2c(c1)OCCO2	-10.4	-0.8
CC(C)OCCCNc1ncnc2c1cnn2-c1ccccc1	-67.0	0.3
CCC1(CC)Cc2ccccc2-c2nc(CN3CCOCC3)[nH]c(=O)c21	6.9	0.9
CCCN1C(C)C(C(=O)OCC)=CN(Cc2cccc(I)c2)S1(=O)=O (stereo unspecified)	-11.5	-3.3
Cc1cc(C)n(-c2nc3sc4c(c3c3nnc(SC(C)C)n23)CC(C)(C)OC4)n1	-10.7	-3.8
Cc1ccc(-c2ccc(CCC(=O)O)o2)cc1	-20.6	0.4
COC(=O)CN(C(=O)CSc1nnc(-c2cccc(OC)c2)o1)c1ccc(OC)cc1	2.9	15.5
Cc1nn(CC(O)Cn2cnc3c2c(=O)n(C)c(=O)n3C)c(C)c1Br (stereo unspecified)	-5.3	-3.6
Cc1ccc(Oc2ncc(-c3ccc(Cl)cc3)cn2)cc1	2.7	-0.2
COc1ccc(C(C)=O)cc1CSc1nc2ccccc2o1	0.5	2.9
CCCCNC(=O)OCC(CC)NC(=O)OCC(C)C (stereo unspecified)	3.8	1.0
O=C(N/N=C1\CCCc2ccccc21)c1ccc([N+](=O)[O-])cc1	4.5	4.1
CCSc1nnc(N)s1	2.3	0.7
CC(=O)Nc1ccc(S(=O)(=O)NC(CC(=O)NCCCN2CCOCC2)C(C)C)cc1 (stereo unspecified)	-11.4	11.0
COc1ccc(-c2nnc(SCC(=O)N3CCC(Cc4ccccc4)CC3)o2)cc1OC	6.1	-3.1
CCOC(=O)C1(C(C)(C)CC)CC(CSc2nc3ccccc3[nH]2)OC1=O (stereo unspecified)	5.7	1.0
O=C(CC1NC2CCCCC2NC1=O)Nc1ccc2c(c1)OCO2 (stereo unspecified)	-9.0	0.5
Cc1ccc(S(=O)(=O)N2CCC(C(=O)NCC3CCCO3)CC2)cc1 (stereo unspecified)	-9.1	34.1*
Cc1nn2c(-c3ccc(Cl)cc3)ccnc2c1-c1ccccc1	-40.1	-3.6
Nc1ccc(-n2nncc2-c2ccc(Cl)cc2)cc1	9.7	-5.5
O=C(CCN1C(=O)C2CC=C(Cl)CC2C1=O)N1CCCCC1 (stereo unspecified)	7.7	-3.5
COC(=O)CN(C#N)c1nc(OC)nc(N(C)C)n1	4.7	4.5
CC12CCC(=O)N1C(C(=O)O)Cc1c2[nH]c2ccccc12 (stereo unspecified)	7.0	-2.0
CC(=O)Oc1ccc(-c2cccc(C(=O)Oc3ccccc3)c2)cc1	-4.9	3.1
SMILES	Statin myotox sup	PglD DTNB
O=C(c1ccc(-n2cccc2)cc1)N1CCN(Cc2ccccc2)CC1	5.6	3.9
COc1ccc(N/C(C)=C2/C(=O)C(=O)N(CCO)C2c2ccc([N+](=O)[O-])cc2)cc1 (stereo unspecified)	-4.0	2.1
CCCCN1C(=O)c2ccc(C(=O)Nc3cccc(C)c3C)cc2C1=O	3.1	-5.8
O=C(Nc1ccc2oc(-c3ccc(F)cc3)nc2c1)c1ccccc1F	-23.0	-2.6
COCCNC(=O)COC(=O)/C=C/c1cnc2ccccc2n1	6.9	-5.3
CCOC(=O)c1c(-c2ccccc2)csc1NC(=O)c1ccc(S(=O)(=O)N2CC(C)OC(C)C2)cc1 (stereo unspecified)	-1.3	2.1
CC(C)(CO)NC(=O)CCCOc1ccc(Cl)cc1Cl	-8.0	3.8
CCOc1ccccc1C(=O)Nc1cnn(Cc2ccc(F)cc2)c1	-1.8	-0.4
CCc1nn(C(C)C(=O)NCCc2ccc(OC)c(OC)c2)c(=O)c2cc3occc3n12 (stereo unspecified)	10.4	8.6
O=C1c2ccccc2C(=O)N1CNc1ccccc1	-4.8	-2.9
O=C(Cn1cnc2ccccc2c1=O)NCCC(=O)Nc1ccc2c(c1)OCCO2	18.6	5.6
Cc1ccc(NC(=O)CSc2nc3ccccc3c(=O)n2CCCC(=O)N2CCCC2)cc1	2.1	-3.6
CCOC(=O)c1c(-c2ccc(-c3ccccc3)cc2)csc1NC(=O)C1C2CCC(O2)C1C(=O)O (stereo unspecified)	-5.1	-0.7
Cc1nc2nc(SCC(=O)N3CCOCC3)nn2c(C)c1Cc1c(F)cccc1Cl	-10.5	3.7
Cc1ccc(NC(=O)c2ccccc2)s1	-1.8	-0.7
Nc1nc2nc[nH]c2c(=O)[nH]1	8.8	0.7
O=C1c2ccccc2NC(c2cnc3ccccc3n2)N1O (stereo unspecified)	12.6	6.2
CC(Sc1ccc2c(c1)OCCO2)C(=O)Nc1ncc(Cl)cc1Cl (stereo unspecified)	16.7	-1.9
c1ccc(Cn2c(-c3ccccc3)nc3nc4ccccc4nc32)cc1	10.1	0.3
Cc1ccc(CN2CC(C(=O)O)CC2=O)cc1 (stereo unspecified)	8.9	-4.3
CC1(C)CC(=O)C2=C(C1)N(Cc1ccco1)C(=O)NC2(C(F)(F)F)C(F)(F)F	-27.8	-8.9
Cc1ccc2cccc(SCC(=O)NCc3ccco3)c2n1	2.4	-0.7
COc1ccccc1OCCSc1nc2ccccc2c(=O)[nH]1	-5.3	-1.8
CC(C)CCNC(=O)c1ccc2c(c1)ncn2C1CCCCC1	-25.8	-0.4
O=[N+]([O-])c1ccc(/C=N/Nc2nc(N3CCCC3)nc(N3CCCC3)n2)o1	-0.3	-2.5
